NCI-60 one-dose screen, 48 h, at 10 µM unless noted. Numbers give growth in % (100 = growth as untreated, 0 = no growth, -100 = all killed).
SF-295: SF-295 CNS cancer cells; AID 1794758; actives 5.6% (n = 79,000)
SNB-19: SNB-19 CNS cancer cells; actives 2.5% (n = 81,000)
U251: U251 CNS tumor cells; actives 5.4% (n = 80,000); AID 1794753
SF-539: SF-539 CNS cancer | actives 6.8% (n = 81,000)
OVCAR-8: OVCAR-8 ovarian cancer. actives 4.4% (n = 81,000)
DU-145: DU-145 prostate cancer. actives 4.2% (n = 81,000)
PC-3: PC-3 prostate cancer cells; actives 3.9% (n = 80,000)
SF-268: SF-268 CNS cancer cells | AID 1794759 | actives 3.1% (n = 82,000)
Active calls of the source: *; . = not tested or not shown; & = joins results of further samples; [ ] = another dose, or the depositor's remark. How the source made its calls: active means growth percent below 10; inactive means the rest.

SMILES	SF-295	DU-145	PC-3	SNB-19	SF-268	OVCAR-8	SF-539	U251
Cc1[nH]n(C(=S)Nc2nc3cc(Cl)c(F)cc3s2)c(=O)c1N=Nc1ccc(S(N)(=O)=O)cc1	82	124	89	86	98	91	103	97
Fc1ccc(/C=C(/C2=NCCN2)n2cnc3ccccc32)cc1	98	103	92	105	96	100	97	102
COc1ccc(C(=O)Nc2nc(-c3ccc(Cl)cc3)cs2)cc1	98	111	98	104	105	103	93	.
CS(=O)(=O)Oc1ccc(C(=O)CC2(O)C(=O)Nc3ccccc32)cc1 (stereo unspecified)	99	109	94	95	103	101	96	104
O=C(CSc1nnc(-c2c[nH]c3ccccc23)n1-c1ccccc1)Nc1ccc(C(=O)/C=C/c2ccc(Br)cc2)cc1	75	96	66	77	67	96	81	82
COc1cc(/C=N/NC(=S)NNC(=S)NC2CCCCC2)cc(OC)c1OC	99	93	81	98	102	98	95	100
NC(C(=O)c1ccccc1)c1ccccc1 (stereo unspecified)	110	111	89	108	107	110	112	102
Cc1cccc2c1nc(-c1c(F)cc(Br)cc1F)n2Cc1c(F)cccc1F	76	95	55	68	74	80	96	68
C#Cc1cccc(NC(=O)c2ccc(NC(=O)C=C)cc2)c1	102[8.25 µM]	59[8.25 µM]	68[8.25 µM]	85[8.25 µM]	79[8.25 µM]	76[8.25 µM]	76[8.25 µM]	81[8.25 µM]
CCCCNC(=O)Cc1c(-c2ccc(OC)cc2)oc2c(OC)c3c(c(OC)c12)OCO3	105	104	90	95	94	100	103	105
COC(OC)C1(C)NC(=O)N(C)C1=O (stereo unspecified)	111	102	97	108	97	105	98	102
COc1ccc(-c2sc3nc(-c4ccc(F)cc4)c(/C=C/c4cc(OC)c(OC)c(OC)c4)n3c2-c2ccc(OC)cc2)cc1	99	108	87	101	104	100	93	88
c1cnc2scc(Nc3ncnc4c3sc3ncccc34)c2c1	89	109	91	98	96	102	97	100
CCNC(=O)Oc1ccc[nH]c1=O	106	117	96	99	118	26	98	104
O=C1CC(c2nc3ccccc3s2)CN1Cc1ccccc1 (stereo unspecified)	96	103	88	102	89	100	.	95
CC(=O)OCC1OC([n+]2c([O-])cc(=O)n3ccsc32)C(OC(C)=O)C1OC(C)=O (stereo unspecified)	104	115	109	94	104	113	120	105
COc1c(C(=O)/C=C/c2ccccc2)c(O)cc2occc12	69	25	66	59	48	57	69	48
O=S(=O)(O)c1ccc2c(c1)CCC2	113	110	97	104	109	111	111	108
CCOC(=O)C1CN(CCc2ccccc2)CCC1=O (stereo unspecified)	107	114	110	98	114	103	107	102
CC(C)(C)n1cc(-c2ccnc(NCCNS(=O)(=O)c3ccc(O)cc3)c2)c(-c2cccc(O)c2)n1	101	106	101	98	94	96	95	82
N#Cc1ccc(C(=O)CSc2nccc(Nc3ccc(S(=O)(=O)Nc4ccccn4)cc3)n2)cc1	102	107	86	95	102	97	94	98
c1ccc(CNc2ncnc3onc(-c4ccccc4)c23)cc1	68	96	64	78	83	78	80	89
CC1=C(C)CS(=O)(=O)[C@@]2(C1)Cc1c(C)cccc1C2=O	102	104	104	103	93	94	109	92
O=c1cc(-n2nncc2Cn2c3ccccc3c3ccccc32)c2cc(Cl)ccc2[nH]1	102	108	98	110	98	104	101	102
Cc1cc(=O)n2c(C(=O)N/N=C/c3ccc(N4CCN(C)CC4)cc3)nn(-c3ccc(S(N)(=O)=O)cc3)c2n1	101	107	96	92	97	100	98	101
O=C1C=CC(=Nc2cc(Br)c(O)c(Br)c2)C=C1	101	102	.	97	83	67	86	44
C=C(C[C@@](O)(C(=O)Oc1ccccc1)C(=O)C(C)C)c1ccccc1	97	112	93	100	106	92	102	97
Cc1ccc(-c2cc3nc4oc(-c5ccccc5)nc4c(=O)n3[nH]2)cc1	98	114	97	89	93	89	105	99
O=C(NCc1cccc(C(F)(F)F)c1Cl)C1CCC(=O)N1c1cccs1 (stereo unspecified)	102	110	83	90	108	91	94	92
COc1ccc(-c2nc(/N=C/c3ccc(O)c(O)c3O)n[nH]2)cc1	34	86	78	55	56	76	81	40

Full records, looked up by structure. Screens in order: SF-295	DU-145	PC-3	SNB-19	SF-268	OVCAR-8	SF-539	U251
CC(C)(C)n1cc(-c2ccnc(NCCNS(=O)(=O)c3ccc(O)cc3)c2)c(-c2cccc(O)c2)n1 reads 101	106	101	98	94	96	95	82
O=C1CC(c2nc3ccccc3s2)CN1Cc1ccccc1 (stereo unspecified) reads 96	103	88	102	89	100	.	95
CCNC(=O)Oc1ccc[nH]c1=O reads 106	117	96	99	118	26	98	104
CCOC(=O)C1CN(CCc2ccccc2)CCC1=O (stereo unspecified) reads 107	114	110	98	114	103	107	102
COc1cc(/C=N/NC(=S)NNC(=S)NC2CCCCC2)cc(OC)c1OC reads 99	93	81	98	102	98	95	100

Other records
SMILES	SF-295	DU-145	PC-3	SNB-19	SF-268	OVCAR-8	SF-539	U251
Cc1ccccc1C(=O)Nc1ccc(Cl)cc1Cl	92	99	80	108	96	97	96	93
CCn1ncc2c(NNC(=O)Cc3ccc(Br)cc3)ncnc21	99	104	87	105	95	97	102	92
c1ccc(N=Nc2sc(N3N=C(c4cc5ccccc5o4)CC3c3c[nH]c4ccccc34)nc2-c2ccccc2)cc1 (stereo unspecified)	91	103	87	96	92	94	96	103
C=C(OC1CC(Oc2ccc(C(C)C)cc2)(C(C)C)CCC1(C)O)C(O)(CCC(C)(O)C(=O)OC1(C(C)C)CC=C(C)CC1)C(C)C (stereo unspecified)	97	110	101	97	98	100	100	102
O=C(O)C1c2ccccc2Cc2ccccc21	103	114	94	101	.	93	101	101
Cc1cc(=O)oc2cc(OCCCCOc3ccc(/C=C/C(=O)Nc4ccccc4[N+](=O)[O-])cc3)ccc12	100	102	109	98	120	111	99	106
O=S(=O)(Cc1ccccc1)NC1CCCCC1	.	119	103	105	114	105	94	100
CC(=O)C1=CC=C(c2cc3cc(Br)ccc3oc2=O)NC1C (stereo unspecified)	100	82	88	92	89	56	83	66
CC(=O)Nc1cccc(-c2ccc3c(c2)NC(=O)/C3=C\c2ccc[nH]2)c1	33	57	64	69	68	56	28	46
COc1ccc(OC)c(NC(=O)c2cc3oc4ccccc4c3cc2O)c1	92	106	.	93	88	87	90	120
CCCC(=O)Nc1sc2c(c1C(N)=O)CCCC2	96	104	100	101	101	103	101	97
Cn1cc(C(=O)c2nc(-c3c[nH]c4ccc(Br)cc34)no2)c2cc(Br)ccc21	88	3.1*	39	86	56	49	89	52
O=S(=O)(Oc1ccc(-c2cn3ccsc3n2)cc1)c1cccc(C(F)(F)F)c1	98	103	98	96	110	101	101	100
Cc1cc(C)c2c(c1)CC(C)(C)CC2=O	112&113	105&103	88&104	99&103	96&94	103&100	112&105	102&99
COC(=O)[C@H](Cc1c[nH]c2ccccc12)NC(=O)CCCCOc1cc(O)c2c(=O)cc(-c3ccccc3)oc2c1	100	88	85	87	80	97	94	96
C=COC(=O)C(C)(C)C	93	110	95	95	103	107	102	99
CCN1CCN(CCNc2nccc(-c3c(-c4cccc(OC)c4)nc4occn34)n2)S1(=O)=O	101	104	97	113	102	99	104	113
O=C(O)/C=C\C(=O)N1C/C(=C\c2ccccc2Cl)C(=O)/C(=C/c2ccccc2Cl)C1	-13*	-34*	17	-53*	-34*	5.0*	-21*	-75*
COC(=O)C1=C(C(=O)OC)C2C=CC1C1C(OC(C)=O)C(OC(C)=O)C21 (stereo unspecified)	73&92	120&108	100&90	101&99	107&103	102&105	96&98	96&102
COc1ccc(-n2nc(C(=O)NCc3ccccc3C)nc2-c2cc(OC)c(OC)c(OC)c2)cc1OC	95	102	85	94	100	.	97	99
COc1ccc2nc(-c3c(-c4ccc(F)cc4)nc4ncccn34)[nH]c2c1	.	108	96	98	108	.	97	98
CC(C)(C)n1cc(-c2ccnc(NCCCNS(=O)(=O)c3ccc(Cl)cc3)c2)c(-c2cccc(O)c2)n1	-45*	13	-0.4*	25	21	6.2*	-26*	-44*
CC(=O)Nc1ccccc1C(F)(F)F	103	110	101	102	110	102	97	97
CC(=O)N1c2ccccc2N(C(C)=O)c2ccccc21	.	118	99	103	105	102	101	103
COc1ccc(CCNC(=O)c2c(C)n([O-])c3ccc(OC)cc3[n+]2=O)cc1	142	.	85	102	103	95	77	103
O=C(c1cc(NCc2cc(O)ccc2O)ccc1O)N1CCOCC1	99	104	94	109	97	107	97	99
C=C1SC(=Nc2c(C)cccc2C)N(c2nc(Cl)nc(Cl)n2)C12CCCCC2	.	108	99	108	107	99	116	102
O=C(CC1Sc2ccccc2NC1=O)NNc1ccc(F)cc1 (stereo unspecified)	31	98	53	84	72	.	95	85
Clc1ccc(N=Nc2ccccc2)cc1	102	110	97	102	98	100	111	102
N#CCc1csc(Cc2ccccc2)n1	106	108	109	101	100	106	104	103

More results follow:
SMILES	SF-295	DU-145	PC-3	SNB-19	SF-268	OVCAR-8	SF-539	U251
COc1cccc(C2C(Cl)C(=O)N2n2cnnc2)c1 (stereo unspecified)	106	108	93	95	93	92	94	96
NS(=O)(=O)c1cc(Cl)ccc1Cl	96	106	92	110	97	84	98	101
CC(C)C[C@H]1[C@@H]2O[C@@H]2[C@H](CC(C)C)N(Cc2ccccc2)S(=O)(=O)N1Cc1ccccc1	75[5 µM]	124[5 µM]	53[5 µM]	83[5 µM]	95[5 µM]	97[5 µM]	99[5 µM]	59[5 µM]
CC(=O)OC1CCC2C3CCc4cc(OP(=O)(N5CC5)N5CC5)ccc4C3CCC12C (stereo unspecified)	95	104	103	108	102	100	105	96
COc1ccc(C2C(C#N)=C(N)Oc3c2ccc2ccccc32)c(OC)c1 (stereo unspecified)	85	103	64	88	74	93	81	91
Cc1nc(C)c(C(=O)O)cc1C(=O)O	118	.	100	109	116	115	95	107
Cc1ccc2nc(-c3c(-c4ccc(F)cc4)nc4sc(C)nn34)[nH]c2c1	.	109	95	113	107	103	104	100
N#C/C(=C\c1ccc(-c2cc(C(F)(F)F)ccc2Cl)o1)c1nc2ccccc2[nH]1	103	107	94	103	101	104	98	99
Cc1cc(Cl)nc(/N=C(/N)Nc2ccc(Cl)cc2)n1	89	102	95	92	101	100	101	95
CC1=C(C)C(=O)C(Nc2cccc(C(=O)OC(C)(C)C)c2)=C(Br)C1=O	101	109	72	85	94	92	95	91
Cc1cc(SC#N)ccc1O	116	88	92	96	85	102	83	98
COc1ccc(C(=O)CSc2nc3c([nH]2)c(=O)n(C)c(=O)n3C)cc1	97	106	96	99	100	113	102	111
CCSc1nnc2c3c4c(sc3nc(-c3cccnc3)n12)CCCCCC4	.	113	102	101	107	101	98	92
O=C(c1cccc([N+](=O)[O-])c1)c1cccc([N+](=O)[O-])c1	84	109	88	.	93	101	98	103
CC(=O)c1ccc(S(=O)(=O)NCCNc2nc(N(C)C)nc(N3CCOCC3)n2)cc1	100	107	106	100	98	105	101	113
O=C(/C(=N/Nc1ccccc1)C(=S)Nc1ccccc1)c1ccccc1	103	111	104	99	112	101	.	.
O=C1Nc2ccc(F)cc2/C1=C\c1c(-c2ccccc2)nc2ncccn12	101	101	92	102	100	109	93	95

Screening results from PubChem.
